Rab9 promoter act = Rab9 promoter activation. Potency, µM (highest dose often 9.22 µM), for inactives: at the highest dose activation, negative = inhibition, hits mostly activators. 320,000 compounds, 2.8% hits. Huh7 Rab9 promoter-luciferase reporter, luminescence, 24 h. AID 485297; further: potency means the concentration at half of the fitted maximal effect; % of control where 0% means no effect; nearly all actives have a fitted effect of over 60% in size
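Huh7 cells stably carrying a Rab9 promoter-luciferase reporter, 1500 cells per well in OP-MEM I with 10% FBS, treated with compound 24 hours at 37C. Luciferase activity read by luminescence after 10 minutes with Amplite reagent.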
FLuc counter = inhibits or activates purified firefly luciferase, miR-21 counter-screen. 360,000 compounds, 6.9% hits. purified FLuc, Km substrates, luminescence inhibition. Potency, µM (highest dose often 57.5 µM), for the others: top-dose activity change, negative = inhibition, actives largely listed as inhibitors;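 further: potency means the concentration at half of the fitted maximal effect; plate controls were vehicle for no effect and reference inhibitor for full effect; nearly all actives have a fitted effect of over 55% in size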
Target sequence (P08659 whole entry, looked up): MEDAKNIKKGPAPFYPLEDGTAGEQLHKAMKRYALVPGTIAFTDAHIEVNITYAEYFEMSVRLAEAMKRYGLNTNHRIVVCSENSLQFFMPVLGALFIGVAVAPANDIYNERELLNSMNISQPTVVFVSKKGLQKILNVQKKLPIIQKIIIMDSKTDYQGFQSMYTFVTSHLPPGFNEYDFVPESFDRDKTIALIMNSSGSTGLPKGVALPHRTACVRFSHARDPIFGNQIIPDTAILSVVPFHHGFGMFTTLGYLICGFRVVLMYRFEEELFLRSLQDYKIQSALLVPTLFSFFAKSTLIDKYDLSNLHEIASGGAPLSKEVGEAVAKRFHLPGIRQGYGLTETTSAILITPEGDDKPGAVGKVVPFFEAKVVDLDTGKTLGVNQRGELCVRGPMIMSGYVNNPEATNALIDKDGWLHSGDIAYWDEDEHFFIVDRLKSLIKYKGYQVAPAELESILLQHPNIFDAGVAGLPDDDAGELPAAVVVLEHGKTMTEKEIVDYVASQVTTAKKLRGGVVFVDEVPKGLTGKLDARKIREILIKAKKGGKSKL
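Purified P. pyralis luciferase (10nM final) with 10uM D-luciferin and 10uM ATP (Km levels) in 50mM Tris acetate pH 7.5, 10mM Mg acetate, 0.01% Tween-20, 0.05% BSA; qHTS 6-point titration, ~60 µM downward; luminescence read.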
PKM2 act = activators of human pyruvate kinase M2; Potency, µM (top dose mostly 57.5 µM), without a hit: at the top dose activation, usual class: activators; P14618; AID 1631; purified PKM2, Kinase-Glo ATP luminescence, activation; response scale: 0% is enzyme alone, no compound; 260,000 compounds, 0.34% hits; further: potency means the concentration at half of the fitted maximal effect; on the % scale 0 is the no-effect control and ±100 the full control effect; nearly all actives have a fitted effect of over 55% in size
Target sequence (P14618 whole entry, looked up): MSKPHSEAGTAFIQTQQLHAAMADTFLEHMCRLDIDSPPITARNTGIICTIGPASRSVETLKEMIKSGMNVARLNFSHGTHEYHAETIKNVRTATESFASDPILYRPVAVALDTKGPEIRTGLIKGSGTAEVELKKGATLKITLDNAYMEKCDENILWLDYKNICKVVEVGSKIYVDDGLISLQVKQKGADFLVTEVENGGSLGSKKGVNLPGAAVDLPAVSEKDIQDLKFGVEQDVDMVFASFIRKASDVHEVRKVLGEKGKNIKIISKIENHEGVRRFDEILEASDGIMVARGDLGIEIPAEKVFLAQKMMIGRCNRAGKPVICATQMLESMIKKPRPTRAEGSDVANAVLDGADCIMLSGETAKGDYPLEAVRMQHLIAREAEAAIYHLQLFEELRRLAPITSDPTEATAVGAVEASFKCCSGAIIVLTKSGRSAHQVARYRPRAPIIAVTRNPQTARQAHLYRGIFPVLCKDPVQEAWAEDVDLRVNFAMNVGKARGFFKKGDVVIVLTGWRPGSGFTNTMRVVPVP
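Kinase-Glo luminescence reports ATP generated from ADP (0.1 mM) and PEP (0.5 mM) by purified hPK-M2 after 1 h at room temperature, pH 7.2 imidazole buffer; intermediate enzyme activity allows detecting inhibitors and activators.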
RORgamma inh = blocks mouse ROR gamma transcriptional activity. Drosophila S2 Gal4-RORgamma UAS-luciferase reporter, 20 h. P51450. 310,000 compounds, 5.4% hits. AID 2551. Potency, µM (highest dose often 53.6 µM), for the others: at the highest dose activity change, negative = inhibition, hits mostly inhibitors; further: potency means the concentration at half of the fitted maximal effect; on the % scale 0 is the no-effect control and ±100 the full control effect; nearly all actives have a fitted effect of over 60% in size
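A Gal4/UAS one-hybrid system in insect cells: metallothionein-promoter Gal4–ROR gamma fusion plus Photinus luciferase reporter. Copper sulfate 700 uM final, 20 hr ambient incubation, luminescent detection after 10 min with reagent.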
ELG1 DNA repair = blocks ELG1-dependent DNA repair in HEK293T cells; 330,000 compounds, 2.3% hits; HEK293T ELG1-luciferase reporter, luminescence, 16 h; DNA damage induced by 5-fluorouridine; Potency, µM (highest dose often 46.1 µM), inactives show top-dose activity change, negative = inhibition, usual class: inhibitors; AID 504467; further: potency means the concentration at half of the fitted maximal effect; on the % scale 0 is the no-effect control and ±100 the full control effect; nearly all actives have a fitted effect of over 55% in size
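Quantitative HTS, concentration-response format. 2,000 cells/well co-treated with 5-fluorouridine and compound, 16 hr in 5% CO2 at 37 °C; ONE-Glo luminescence read after 30 min.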
KCNH2 3.1 block = blocks the human KCNH2 3.1 channel isoform | U2OS KCNH2 3.1, thallium flux FluxOr; hits give low values | activity change, % (tested at about 1.8 µM) | 340,000 compounds, 0.95% hits | AID 720553;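 active means maximum activity change below -70%; inconclusive means maximum activity change from -70% to -50%; inactive means maximum activity change above -50%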;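 further: thallium influx rate constant from kinetic fluorescence after stimulation buffer; on the % scale 0 is the no-effect control and ±100 the full control effect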
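Normalized rate constant (relative to positive and negative DMSO controls) derived from a 2 min kinetic fluorescence read after stimulation; U2OS cells expressing the 3.1 isoform via virus at 1.77 x 10^8 /mL.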
MBNL1 CUG block = inhibitors of human MBNL1 binding to CUG repeat RNA | 280,000 compounds, 0.036% hits | AID 2675 | Q9NR56 | TR-FRET MBNL1-His/biotin-(CUG)12 binding, 665/545 ratio | Potency, µM (series often up to 57.5 µM), for inactives: at the highest dose activity change, negative = inhibition, most hits filed as inhibitors; active means well fitted inhibition curve with a large enough effect in the signal ratio, with a control signal flat, not every such curve was filed as active; inconclusive means small, poorly fitted or top-dose-only effect, or effect the other way, or a change in a side signal; inactive means no such curve, though single readings can be large or run the other way; the % refers to the signal ratio; further: potency means the concentration at half of the fitted maximal effect; on the % scale 0 is the no-effect control and ±100 the full control effect
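Ratiometric TR-FRET (665 over 545 nm, excitation 340 nm) tracks disruption of MBNL1-His/biotin-(CUG)12 complex after 60 min at room temperature, with compounds at 92 nM to 58 uM final.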
Mito fusion yeast = inhibitors of mitochondrial division or activators of mitochondrial fusion. S. cerevisiae fusion-defective mutant growth rescue, CellTiterGlo 48 h. Potency, µM (highest dose often 46.1 µM), without a hit: top-dose growth rescue (activation), usual class: activators. 320,000 compounds, 0.23% hits;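 further: potency means the concentration at half of the fitted maximal effect; % of control where 0% means no effect; nearly all actives have a fitted effect of over 45% in size; temperature-sensitive fusion mutants such as fzo1-1 at 37 °C on non-fermentable ethanol glycerol medium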
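Read-out: ATP-based luminescence (CellTiterGlo, 10 min ambient) reporting growth of fusion-defective ts yeast after 48 hours at 37C on glycerol/ethanol YPEG medium in the presence of compound.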
NPC1 promoter act = activates the NPC1 promoter; Huh7 NPC1 promoter luciferase reporter, 24 h; Potency, µM (top dose mostly 9.22 µM), for the others: top-dose activation, most hits filed as activators; 320,000 compounds, 2.4% hits;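 further: potency means the concentration at half of the fitted maximal effect; % of control where 0% means no effect; nearly all actives have a fitted effect of over 60% in size; reporter is driven by a mutant NPC1 promoter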
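Compounds in DMSO were transferred onto Huh7 NPC1-luciferase reporter cells pre-incubated 2 h; after 24 h at 37 °C, Amplite reagent was dispensed and luminescence recorded 10 min later.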
Menin MLL FP TR = menin-MLL binding inhibition, Texas Red mutant peptide | 270,000 compounds, 0.23% hits | Potency, µM (titrated, usually from 61.6 µM), for inactives: top-dose FP activity change, negative = inhibition, actives largely listed as inhibitors | O00255 | Menin + Texas Red MLL mutant peptide, fluorescence polarization | AID 1768; active means well fitted inhibition curve with a large enough effect in the polarisation, with a control signal flat, not every such curve was filed as active; inconclusive means small, poorly fitted or top-dose-only effect, or effect the other way, or a change in a side signal; inactive means no such curve, though single readings can be large or run the other way; the % refers to the polarisation; further: potency means the concentration at half of the fitted maximal effect; % of control where 0% means no effect; many of its hits are not listed in these tables
Gal4-VP16 FLuc = counter-screen for ROR gamma inhibitors: Gal4-VP16 reporter. Drosophila S2 Gal4-VP16 UAS-luciferase, luminescence, 20 h. Potency, µM (titrated, usually from 53.6 µM), inactives show top-dose activity, negative = inhibition, actives largely listed as inhibitors. 310,000 compounds, 3.5% hits;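 further: Gal4-VP16 expression switched on by copper sulfate through the metallothionein promoter; potency means the concentration at half of the fitted maximal effect; on the % scale 0 is the no-effect control and ±100 the full control effect; nearly all actives have a fitted effect of over 50% in size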
The depositor's hits bear a star; ? = inconclusive; . = no result given; [ ] = dose if it differs, or a comment. Unless noted, the call rests on the fitted dose curve; in most records, active means well fitted curve in the direction sought with a large enough effect; inconclusive means small, poorly fitted or top-dose-only effect, or another doubt; inactive means no such curve, though single readings can be large; an effect the other way counts as inactive or inconclusive.

SMILES	Rab9 promoter act	FLuc counter	PKM2 act	RORgamma inh	ELG1 DNA repair	KCNH2 3.1 block	MBNL1 CUG block	Mito fusion yeast	NPC1 promoter act	Menin MLL FP TR	Gal4-VP16 FLuc
O=C(Cn1cccn1)N1CCCC(N2CCN(Cc3ccc4c(c3)OCO4)CC2)C1 (stereo unspecified)	0.0%	-1.9%	.	-17.9%	11.5%	-1.5	-8.4%	0.0%	-0.9%	.	-5.9%
COc1ccc(/C=C/C(=O)Nc2c(C)nn(C)c2C)cc1COc1ccc(Br)cc1	-4.0%	1.2%	-3.5%	?	?	-2.9	13.0%	-0.2%	-7.1%	10.8%	?
CC(C)n1cc(CN2CCC(C(=O)Nc3ccc(Oc4ccccc4F)cc3)CC2)cn1	-5.2%	3.6%	-0.4%	-8.9%	-0.7%	-30.8	-7.5%	-4.3%	1.0%	-2.2%	?
Cc1cc(C)c(S(=O)(=O)N2CCCC2=O)cc1N(C)S(C)(=O)=O	3.1%	1.3%	0.8%	1.4%	-1.0%	13.6	-6.0%	2.5%	-1.6%	?	-4.3%
CCOC(=O)C1(CCCc2ccccc2)CCN(C(=O)c2cc(C)nn2CC)CC1	7.3%	1.5%	3.0%	-18.3%	?	27.3	-6.6%	-0.4%	-2.8%	-12.8%	-10.3%
O=C(c1ncc[nH]1)c1ccccc1Cl	-0.1%	-2.7%	.	-1.0%	4.9%	1.9	3.8%	1.7%	-1.9%	-17.9%	-6.1%
O/N=C/c1ccnc(SCc2ccc(Cl)cc2)n1	14.3%	?	-13.5%	20.2%	21.0%	-10.8	.	8.9%	5.0%	.	-8.1%
COc1cc2c(cc1OC)C(c1ccccc1F)OC(=O)C2 (stereo unspecified)	-4.3%	-0.4%	1.7%	-44.7%	26.0%	-1.5	-5.8%	4.6%	-8.7%	-4.3%	7.9%
COc1ccc(NC(=O)N2CCN(c3cccc(C(F)(F)F)c3)CC2)cc1	-6.9%	1.0%	-5.8%	-3.9%	-5.4%	-8.6	-5.3%	-7.0%	-2.2%	3.8%	4.1%
O=C(Nc1c(C(=O)C2CC2)oc2ccccc12)c1ccc(Cl)cc1	-0.4%	-0.8%	-1.2%	-9.7%	1.1%	11.9	?	3.5%	-2.2%	-5.7%	-6.0%
Cn1c(=O)[nH]c(=O)c2c1nc(Sc1nc3ccccc3s1)n2Cc1ccccc1	1.4%	?	1.3%	14.9%	?	-11.1	0.8%	6.8%	-3.3%	-7.0%	?
CCOc1ccccc1Nc1nc2ccccc2n2cnnc12	-5.2%	-1.0%	-2.6%	-25.5%	7.2%	8.5	35.0%[activator]	-0.6%	-2.4%	1.8%	15.5%
CCCCOc1ccc(C2CC(=O)N(C)C2=O)cc1 (stereo unspecified)	1.7%	-9.4%	-1.4%	?	?	-13.5	?	1.4%	6.1%	-15.1%	-5.6%
CCN(CC)C(=O)CSc1nc2c(sc(=S)n2-c2ccccc2)c(=O)n1-c1ccc(OC)c(OC)c1	-8.5%	2.1%	.	44.9%	?	20.2	?	-0.4%	-5.3%	?	3.4%
COCCC(=O)N1CCc2ccc(NC(=O)c3ccc(C(F)(F)F)cc3)cc2C1	-14.9%	13.5µM*	-8.0%	12.3%	13µM*	-1.4	3.5%	3.2%	-7.3%	2.7%	-6.2%
Cc1ccc(-c2nnn(CC(=O)N(CC(=O)NC3CCCCC3)c3ccccc3F)n2)o1	-4.4%	0.1%	3.0%	21.7%	7.0%	-7.7	-9.2%	14.1%	4.9%	-17.3%	-3.6%
Cc1cccc(NC(=S)N=Nc2c(O)[nH]c3ccccc23)c1	-2.3%	-13.2%	1.8%	1.41µM*	14.8%	-6.3	16.2%[11.5 µM]	?	0.4%	?	3.55µM*
CC(C)(C)OC(=O)NNC(=O)NC12CC3CC(CC(C3)C1)C2	6.3%	0.4%	8.2%	25.3%	14.8%	0.1	10.0%	-6.4%	-3.6%	?	-29.0%
CCOc1ccc2ncc(C(=O)c3ccc(OC)cc3)c(N3CCN(CC)CC3)c2c1	0.5%	-2.8%	-3.0%	4.8%	-13.7%	-75.3*	8.1%	14.2%	-5.1%	-25.8%	11.4%
Cc1cc(C)c2oc(=O)cc(CN3CCN(Cc4ccc5c(c4)OCO5)CC3)c2c1	-48.1%[inhibitor]	2.9%	0.3%	?	5.7%	-9.3	22.5%	1.4%	-9.4%	-20.2%	-1.6%
COc1ccccc1C(C#N)N1N=C(C)CC1(C)C (stereo unspecified)	-2.3%	0.8%	-0.5%	3.1%	2.4%	-18.4	-8.3%	2.6%	-4.3%	10.2%	2.1%[10 µM]
O=C(Nc1nccs1)C1CC2CCC1C2 (stereo unspecified)	0.6%	-12.0%	-8.2%	7.94µM*	-17.5%	-0.8	-5.0%	-2.5%	-0.5%	19.9%	-5.4%
CCOC(=O)CSc1nnc(CNC(=O)c2cccs2)n1-c1ccccc1	1.4%	-3.1%	4.8%	5.0%	-1.2%	4.8	-15.9%	1.0%	-0.9%	-10.0%	3.6%
O=c1[nH]c2cc(S(=O)(=O)CCO)ccc2o1	-2.2%	-0.2%	4.1%	1.0%	20.3%	7.7	.	-0.5%	1.5%	.	-5.8%
O=S(=O)(NC(=NCc1ccccc1)c1ccc(F)cc1)c1ccc(Cl)cc1	-10.2%	-2.2%	-0.3%	25.9%	2.6%	1.2	-1.4%	4.3%	-3.5%	8.3%	-3.7%
O=C(Nc1cccc2c1CCCC2)c1ccc(Cl)c([N+](=O)[O-])c1	-9.3%	-0.8%	0.4%	-27.9%	16.1%	-8.2	10.0%	-2.2%	-1.6%	22.3%	-4.4%
CC(C)CN(C(=O)COC(=O)c1ccc2c(c1)OCO2)c1c(N)n(Cc2ccccc2)c(=O)[nH]c1=O	-2.3%	1.4%	.	.	-8.5%	-0.4	.	-0.3%	-1.9%	.	.
CCc1nnc(NC(=O)CSc2nc(-c3ccccc3)c(-c3ccccc3)o2)s1	-7.7%	2.5%	1.4%	?	-1.3%	4.4	2.3%	-0.9%	-7.6%	?	?
Cc1ccc2c(CN3CCN(Cc4ccc5c(c4)OCO5)CC3)cc(=O)oc2c1C	0.0%	-3.7%	-10.3%	-14.9%	?	-31.4	-4.2%	-8.1%	-4.2%	-15.4%	2.0%
O=C(CN1CCOCC1)Nc1cc([N+](=O)[O-])ccc1Cl	-0.6%	-2.6%	1.8%	-19.5%	7.4%	4.9	?	0.4%	0.4%	-0.3%	3.5%
CN(CC(=O)NCC1CCCCC1)CC(=O)Nc1ccc(F)cc1	-3.2%	6.3%	.	.	3.1%	-1.7	.	0.4%	-4.0%	.	.
CCOC(=O)N1CCC(NC(=O)C2CCCN(C(=O)c3cc4sccc4n3C)C2)CC1 (stereo unspecified)	-2.0%	0.6%	-4.3%	?	?	3.8	1.3%	-2.8%	-0.6%	-3.5%	-29.4%
Oc1[nH]c2ccccc2c1N=Nc1cccc(Cl)c1	?	5.36µM*	.	-12.1%	?	4.5	3.7%	-26.7%	29.6%	?	-13.0%
CN(C)C(CNC(=O)c1ccco1)c1cccs1 (stereo unspecified)	-0.8%	-19.7%	.	.	28.4%	23.9	.	-1.4%	-3.0%	.	.
CCC(C)c1c(O)nc(SCC(=O)N2CCCCC2)[nH]c1=O (stereo unspecified)	5.8%	-2.1%	.	1.1%	8.8%	19.9	-6.4%	5.0%	-1.2%	57.1%[activator]	11.3%
CC(=O)N1CCC(N2CCN(c3ccccc3F)CC2)CC1	2.7%	-0.1%	-10.1%	-7.7%	-7.4%	19.6	7.0%	2.6%	-0.1%	-1.1%	0.4%
CN1CCN(S(=O)(=O)c2ccc(NC(=S)NC(=O)C3CC3)cc2)CC1	2.2%	1.8%	6.2%	-18.3%	-7.5%	12.5	-22.6%	-0.3%	-6.9%	0.1%	-9.7%
COC(=O)c1cc(CSc2nc3ccccc3c(=O)n2C)oc1C	-13.4%	4.0%	.	?	-6.3%	8.8	1.0%	3.4%	-5.5%	.	?
COc1cccc(C(=O)NCCSc2ccc(F)cc2)c1	?	19µM*	-1.7%	14.3%	?	0.6	2.5%	0.7%	?	13.0%	9.2%
Cn1nnnc1SCC(=O)N1c2ccccc2CCc2ccccc21	-1.3%	-0.2%	-2.3%	1.5%	-15.7%	4.9	-3.7%	-2.8%	-1.1%	1.7%	1.3%

Screens (PubChem)

Only part of the results is shown; rates above refer to the full screens.
